Screening results: PubChem, several laboratories
PPARg SRC2 recr: PPARgamma-driven SRC-2 recruitment agonism; P37231; PPARgamma LBD-SRC-2 recruitment, biochemical; activation, % at 8 µM; 200,000 compounds, 0.34% hits; AID 1032; in the data active = activation above about 22%;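 also: 0% = vehicle and 100% = reference agonist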
Target sequence (P37231 whole entry, looked up, the tested form may be a part): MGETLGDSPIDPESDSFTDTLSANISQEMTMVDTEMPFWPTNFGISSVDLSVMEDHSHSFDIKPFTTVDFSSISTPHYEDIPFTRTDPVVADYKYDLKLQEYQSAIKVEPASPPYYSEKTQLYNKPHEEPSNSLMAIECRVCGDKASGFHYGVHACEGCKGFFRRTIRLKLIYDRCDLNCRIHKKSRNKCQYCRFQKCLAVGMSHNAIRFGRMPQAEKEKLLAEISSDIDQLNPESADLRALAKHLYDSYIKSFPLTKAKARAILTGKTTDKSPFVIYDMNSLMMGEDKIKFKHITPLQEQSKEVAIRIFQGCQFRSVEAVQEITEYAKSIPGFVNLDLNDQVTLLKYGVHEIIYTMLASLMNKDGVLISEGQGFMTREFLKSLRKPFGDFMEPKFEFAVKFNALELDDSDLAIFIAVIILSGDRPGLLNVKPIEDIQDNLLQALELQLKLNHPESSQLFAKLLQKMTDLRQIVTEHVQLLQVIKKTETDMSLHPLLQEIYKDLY
STAT1 blocker: reduces IFN-gamma driven STAT1 reporter signal; NIH 3T3 STAT1-luciferase reporter, luminescence; inhibition, % at 5.5 µM; 200,000 compounds, 0.35% hits; AID 920;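 active = inhibition above a set limit, the mean inhibition across all tested compounds plus 3 SD, cut at about 34% in these data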;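 also: 0% = IFN-gamma with DMSO and 100% = IFN-gamma with 300 µM nifuroxazide; values of inactives mirror those of a sister screen read the other way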
TR-FRET SRC-2 ct: counter-screen for PPARgamma SRC-2 recruitment agonists: TR-FRET artefact; active compounds read high; TR-FRET ratio at 8 µM; 200,000 compounds, 0.4% hits; AID 1049; in the data active = TR-FRET ratio above about 2000; also: inactives centre near 1500
S1P3 antag: S1P3 (human) receptor antagonism | 170,000 compounds, 0.27% hits | inhibition, % at 4.98 µM | CHO S1P3 NFAT-BLA reporter, FRET fluorescence, antagonist mode;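 active = inhibition above the plate cutoff, the mean inhibition of test wells on that plate plus 3 SD, cut at about 28% in these data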;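 also: cells challenged with S1P at its EC80 of 0.8 µM; blue over green emission ratio from cleaved BLA substrate after 4 h stimulation; 0% = S1P-stimulated wells and 100% = unstimulated DMSO-only wells; some compounds past the cut are filed as inactive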
Target sequence (Q99500 whole entry, looked up): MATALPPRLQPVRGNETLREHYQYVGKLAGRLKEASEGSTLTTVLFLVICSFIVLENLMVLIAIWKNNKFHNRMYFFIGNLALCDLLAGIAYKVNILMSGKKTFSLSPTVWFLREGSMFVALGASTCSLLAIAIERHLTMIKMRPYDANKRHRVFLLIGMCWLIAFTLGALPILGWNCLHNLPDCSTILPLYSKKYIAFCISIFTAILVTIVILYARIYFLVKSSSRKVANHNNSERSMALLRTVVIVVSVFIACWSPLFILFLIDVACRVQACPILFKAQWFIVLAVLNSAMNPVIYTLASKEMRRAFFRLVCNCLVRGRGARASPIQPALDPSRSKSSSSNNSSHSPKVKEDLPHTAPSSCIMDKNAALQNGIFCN
ROMK primary: modulates human ROMK potassium channel activity; P48048; Tet-inducible ROMK, thallium flux fluorescence; actives lie on both sides; B-score at 10 µM; 130,000 compounds, 2% hits; AID 1918;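 active = signal ratio slope over the read window, or its plate-corrected B-score, at least 3 SD from the plate mean, either direction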;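 also: B-score of the F/F0 ratio slope over 7 to 12 s after thallium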
RAM inhibit: blocks the yeast RAM network. AID 868. 190,000 compounds, 1.8% hits. S. cerevisiae dse1pr::URA3 reporter, 5-FOA growth OD615, 2 d; analog-sensitive cbk1-as2 kinase mutant strain. inhibition, % at 50 µM;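 active = inhibition above a set limit, 3 SD over mean compound inhibition, cut at about 8.4% in these data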;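 also: 0% = DMSO-only wells with no growth and 100% = 10 µM 1-NA-PP1 full growth; inhibition rescues growth on 5-FOA so higher OD means more RAM inhibition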
TLR4-MyD88 BLA: inhibitors of human TLR4-MyD88 binding; O00206+Q99836; inhibition, % at 8.4 µM; 200,000 compounds, 0.18% hits; HeLa CL3-4 TLR4/MyD88 BLA complementation, FRET ratio; in the data active = inhibition above about 25%;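 also: 0% = vehicle and 100% = reference inhibitor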
PPARg SRC-1 ag: promotes SRC-1 coactivator recruitment by human PPARgamma; P37231; PPARgamma-SRC-1 coactivator recruitment biochemical assay; activation, % at 8 µM; 200,000 compounds, 0.41% hits; in the data active = activation above about 19%;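 also: 0% = DMSO and 100% = reference agonist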
STAT3 inh: STAT3 signaling inhibition; AID 862; U3A cells, IL-6 STAT3-luciferase reporter, luminescence; host cell line lacks STAT1; inhibition, % at 5.5 µM; 190,000 compounds, 0.89% hits;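 active = inhibition above the mean inhibition across all screened compounds plus 3 SD, cut at about 44% in these data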;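 also: 0% = DMSO only wells and 100% = 100 µM nifuroxazide control wells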
STAT3 activator: activators of IL-6 induced STAT3 signaling; U3A cells, IL-6 STAT3-luciferase reporter, luminescence; 100% = signal with IL-6 EC80 alone; activation (% of control), % at 5.6 µM; 190,000 compounds, 0.91% hits; AID 871;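 active = activation above the screen-wide mean of compound activation plus 3 SD, cut at about 130% in these data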;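 also: 0% = background luminescence of wells with medium and substrate only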
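System – human U3A cells carrying STAT3-luciferase construct · Probe or stimulus – Interleukin-6, 33 ng/mL · Schedule – compound 1 h, then IL-6 6 h at 37 °C · Signal – luminescence from STAT3-driven luciferase reporter · Evaluation – percent of IL-6-only median luminescence · Benchmarks – IL-6-only high control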
PPARg SRC-3 ag: promotes SRC-3 coactivator recruitment by human PPARgamma; AID 731; P37231; activation, % at 8 µM; 200,000 compounds, 0.26% hits; biochemical PPARgamma/SRC-3 coactivator recruitment assay; in the data active = activation above about 23%;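 also: 0% = DMSO and 100% = reference agonist; some compounds past the cut are filed as inactive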
* marks the source's active call; other numbers are inactive results; / = not tested or not shown.

Screens in order – PPARg SRC2 recr	STAT1 blocker	TR-FRET SRC-2 ct	S1P3 antag	ROMK primary	RAM inhibit	TLR4-MyD88 BLA	PPARg SRC-1 ag	STAT3 inh	STAT3 activator	PPARg SRC-3 ag
Cc1ccc(C)c(N2CCN(S(=O)(=O)c3c(C)noc3/C=C/N(C)C)CC2)c1
 : 5.6	3.1	1646	3.2	/	-0.8	-0.5	3.1	0.4	102.0	0.8
COc1ccccc1-n1cnnc1SC(C)C(=O)Nc1ccc(NC(C)=O)cc1 (stereo unspecified)
 : -6.3	-1.4	1498	-14.7	-0.0431	-0.1	-0.3	-10.8	4.4	98.4	-0.9
COCC(=O)n1cc(C(=O)OC)c2ccccc21
 : 9.8	2.4	1617	/	0.19	-0.1	-7.4	10.7	12.7	91.1	8.6
COc1ccc(/C=C2\CCc3ccccc3C2=O)cc1Cn1nc(C)cc1C
 : 5.9	1.8	1483	/	-0.0225	0.1	10.0	3.8	4.0	100.4	2.8
N=C1c2ccccc2CN1NC(=O)COc1ccc(Cl)cc1
 : -4.5	-2.4	1625	7.3	/	2.4	3.3	2.9	7.1	95.9	-1.3
O=c1cc(O)nc(SCc2ccccc2)n1-c1ccc(Cl)cc1
 : 5.8	-3.1	1610	-5.4	-0.297	3.3	-8.7	4.0	1.6	102.6	-5.0
COc1ccc(C2Nc3ccccc3C(=O)N2c2ccc(C)cc2)cc1COc1ccccn1 (stereo unspecified)
 : 3.3	-34.5	1499	-7.8	/	0.7	2.9	-1.7	-12.6	112.5	1.9
CC(NO)/C(=N\O)c1cccs1 (stereo unspecified)
 : 10.3	-4.9	1507	/	1.23	-0.2	-2.4	-0.4	-1.6	101.4	11.2
O=C(Cc1cnn(-c2ccccc2)c1)c1ccc(O)c(O)c1O
 : 11.7	-1.9	1546	/	1.6	0.7	-7.3	7.6	-0.9	106.1	5.7
COC(=O)/C=c1/sc2n(c1=O)CCN=2
 : 5.4	-3.1	1418	-5.5	-0.299	-0.1	-7.1	-7.8	3.8	99.0	4.4
O=C(NCc1ccncc1)C(=O)NCc1ccncc1
 : -11.6	-9.4	1608	-37.8	0.428	-0.1	5.1	-0.3	1.7	103.6	0.5
COc1ccc(CNS(=O)(=O)NCc2ccc(C)cc2)cc1OC
 : -3.5	18.4	1613	3.5	/	-0.4	-4.4	-0.6	12.0	92.9	4.8
Cc1ccccc1NC(=O)c1ccc(CN2CCc3ccccc3C2)cc1
 : 1.7	-0.5	1344	/	/	0.0	-0.5	1.7	36.1	72.8	12.7
Cc1cc(OCCCCNC(C)C)cc(C(C)C)c1
 : -4.5	1.0	1444	1.5	-0.503	0.8	3.2	0.1	1.7	97.9	-5.3
Cc1cc(C(=O)CSc2n[nH]c(N)n2)c(C)n1-c1cccc(F)c1
 : 6.3	-3.5	1603	1.6	-0.919	1.4	-8.9	-0.5	15.4	93.3	7.6
COc1ccc(-c2ncccc2O)cc1
 : 0.4	7.9	1333	/	-0.0596	-2.1	-6.8	3.1	-0.5	105.8	-1.7
Cc1cc(C)nc(/N=C2\NC(=O)CC(C(=O)O)N2c2ccc(Cl)cc2)n1 (stereo unspecified)
 : 2.6	-1.7	1433	3.3	/	1.1	7.8	-5.2	8.9	97.0	-1.9
Fc1ccc(-c2cnc[nH]2)cc1
 : 1.1	-9.9	1693	/	-0.319	2.2	7.5	-4.8	4.2	101.5	2.8
COc1ccc(CCNc2c([N+](=O)[O-])c(=O)oc3ccccc23)cc1OC
 : 2.2	8.3	1737	/	/	0.4	-11.2	0.4	13.6	97.9	-1.3
Cc1cccc(C)c1NC(=O)COc1ccc2c(C)c(Cc3ccccc3)c(=O)oc2c1
 : -4.7	0.5	1486	-16.6	0.0721	3.4	0.9	-6.9	-0.6	102.4	-0.9
O=C1CC(c2ccco2)CC(O)=C1C=NCCN1CCN(C(=O)Nc2ccc(Cl)cc2)CC1 (stereo unspecified)
 : 4.6	-1.6	1579	10.6	-0.523	-0.6	-13.4	-1.1	-3.5	103.0	-1.6
O=C(CCCN1C(=O)c2ccccc2C1=O)Nc1nccs1
 : -5.0	-2.9	1320	/	0.574	2.0	2.9	-1.5	4.8	101.0	-7.6
Cc1cccc(NC(=O)CC2SC(=O)N(c3ccccc3)C2=O)c1 (stereo unspecified)
 : 1.2	-3.2	1575	/	/	1.1	0.2	-2.9	1.3	100.2	3.2
CCOc1ccc2ccccc2c1/C=N\NC(=O)OC
 : -11.2	-5.7	1445	-10.7	0.102	-0.1	-7.8	-8.7	-5.1	103.3	2.4
CC(NC(=O)Cn1cc(C(=O)C2CC2)c2ccccc21)c1ccccc1 (stereo unspecified)
 : 4.2	-3.7	1289	/	/	3.4	9.5	6.9	-1.3	103.9	14.7
O=C(O)[C@H](CSCc1ccccc1)NS(=O)(=O)c1ccc(F)cc1
 : 2.2	9.2	1584	4.8	/	-0.8	1.3	-4.8	-5.4	106.8	-0.8
O=C(O)CNC(=O)c1nc(-c2ccccc2)n(-c2ccccc2)n1
 : 0.1	13.1	1491	7.6	/	0.4	0.7	6.5	13.8	90.5	-1.7
O=S(=O)(Nc1ccc2c(c1)nc1n2CCOC1)c1ccccc1
 : 3.3	13.6	1650	0.4	/	0.8	0.8	-0.3	17.3	89.3	13.8
Cc1cccc(/C(N)=N/OC(=O)c2ccc(Cl)cc2Cl)c1
 : -7.9	-69.1	1495	-10.1	0.245	3.9	-9.8	0.7	-2.9	100.3	0.2
COc1cccc2oc(-c3ccco3)cc(=O)c12
 : -0.5	-14.9	1465	-2.0	0.523	0.9	6.0	2.5	2.6	95.4	3.7

The list goes on.
Screens in order – PPARg SRC2 recr	STAT1 blocker	TR-FRET SRC-2 ct	S1P3 antag	ROMK primary	RAM inhibit	TLR4-MyD88 BLA	PPARg SRC-1 ag	STAT3 inh	STAT3 activator	PPARg SRC-3 ag
O=C(Cn1c(=O)oc2cc(S(=O)(=O)N3CCCC3)ccc21)Nc1ccc(C(F)(F)F)cc1
 : 9.8	2.6	1581	-52.3	/	3.4	0.0	-1.4	8.3	97.3	-3.6
Cc1nn(C(=O)Cn2ccc([N+](=O)[O-])n2)c(C)c1Br
 : 0.8	-6.7	1510	/	/	-0.1	-0.6	2.0	2.6	101.9	1.2
O=S(=O)(/C=C/c1ccccc1)N1CCN(c2ccccc2)CC1
 : 0.2	-3.9	1420	12.7	/	3.2	-12.3	6.1	5.1	103.3	-3.0
O=C(CSc1nnnn1-c1ccccc1)Nc1nsc(-c2ccccc2)n1
 : 0.2	2.5	1382	-27.3	/	2.8	-4.1	1.9	2.6	103.0	-8.8
O=C(Oc1ccc(-c2cnc3ccccc3n2)cc1)c1cc([N+](=O)[O-])ccc1Cl
 : -8.7	-3.4	1376	/	/	2.5	1.6	0.4	-3.3	109.1	-3.1
COc1ccc(-c2nc(CN3CCN(c4ccccc4OC)CC3)c(C)o2)cc1
 : 1.4	4.0	1686	-3.1	-0.155	0.9	2.0	2.3	0.3	104.9	0.3
CCOC(=O)c1csc(NC(=O)C(C)(C)C)n1
 : 2.0	-4.2	1554	3.0	/	0.9	-8.1	2.7	9.6	99.3	1.0
CC(NC(=O)CCSc1nc(-c2ccco2)cc(C(F)(F)F)n1)c1ccccc1 (stereo unspecified)
 : 4.4	0.8	1611	/	/	7.5	-7.8	0.4	4.6	99.4	-1.9
Cc1ccc(Nc2nc3nonc3[nH]c2=O)cc1Cl
 : -3.9	2.1	1622	-0.4	2.51	1.2	-33.2	3.3	15.6	93.3	1.6
CCOC(=O)c1csc(NC(=O)c2ccc(S(=O)(=O)N3CCCC3)cc2)n1
 : 5.7	-9.1	1433	-15.2	/	1.6	2.0	-1.1	12.6	92.5	3.1
CNc1[nH]ncc1[N+](=O)[O-]
 : 5.1	-29.9	1638	0.5	-0.63	0.1	4.9	-4.1	1.5	102.9	5.3
CCC(Sc1nc2sc(C(=O)OC)c(C)c2c(=O)n1N)C(=O)NCC1CCCO1 (stereo unspecified)
 : 3.9	1.2	1571	/	/	0.3	-7.2	-0.5	15.9	90.7	1.1
Nc1ccc(-n2nncc2-c2ccco2)cc1
 : 2.5	8.8	1435	2.3	0.0883	1.0	-8.2	-0.1	6.9	96.8	-1.8
COc1ccc(N2CCN(C(=O)Nc3ccccc3Cl)CC2)cc1
 : -4.7	-8.3	1309	-1.8	0.423	0.4	-0.9	-6.0	18.5	87.6	-0.1
CCOC(=O)N1CCN(C(=O)CSc2nc3c(cnn3-c3ccc(Cl)cc3)c(=O)[nH]2)CC1
 : -6.1	-7.0	1618	-0.4	/	1.8	-5.1	4.5	-5.9	104.1	6.7
O=C(CSc1ncn[nH]1)Nc1ccc(Br)cc1F
 : -5.0	-5.0	1583	9.0	/	-1.0	7.0	-5.8	15.2	90.1	-4.6
CCn1ccnc1[C@@H]1C[C@H]2CN(Cc3cccc(Cl)c3)C(=O)[C@]23CCCN13
 : 3.9	11.9	1613	-18.9	1.1	2.4	8.1	12.1	0.1	101.0	-4.0
Cc1ccc(-n2nnc3c(=O)n(Cc4ccccc4C)cnc32)cc1
 : 4.5	-11.9	1439	-10.2	/	2.4	-8.3	-3.7	6.0	99.4	4.4
O=C(Cc1ccc(F)cc1)Nc1cccc(-c2ccc3nncn3n2)c1
 : 3.3	9.0	1571	-20.1	-0.163	2.5	-4.1	5.6	11.4	90.7	-2.9
CC(C)C(=O)Nc1ccc(C(=O)N/N=C/C2CC3C=CC2C3)cc1 (stereo unspecified)
 : 2.6	-1.5	1499	-5.6	1.44	0.9	-10.0	2.2	-4.9	108.6	7.0
CC(=O)c1cccc(NC(=S)Nc2ccn(Cc3cccc4ccccc34)n2)c1
 : 3.4	-0.4	1589	-1.8	0.35	2.5	-5.0	-7.2	0.5	103.6	0.1
S=C(Nc1ccccc1Cl)N1CCCCC1
 : 2.6	3.2	1361	-0.8	/	0.2	7.4	-6.6	5.6	96.1	-2.1
O=C(c1ccccc1)N1CN2CN(C(=O)c3ccccc3)CC([N+](=O)[O-])(C2)C1
 : 0.8	-1.7	1476	8.1	/	1.2	-1.1	6.4	3.8	97.6	-1.0
CSc1cccc(NC(=S)N(Cc2ccccc2)Cc2cccnc2)c1
 : -13.6	-2.2	1588	-13.3	-1.03	2.8	4.5	2.9	1.7	106.5	-2.3
N#Cc1ccc(Oc2cc(C(F)(F)F)nc(-c3ccccn3)n2)cc1
 : 6.6	-7.9	1540	/	0.932	3.5	7.4	3.4	-7.0	106.6	17.7

Structural class, the compounds so far with a thiophene ring, fused or not (two)
Screens in order – PPARg SRC2 recr	STAT1 blocker	TR-FRET SRC-2 ct	S1P3 antag	ROMK primary	RAM inhibit	TLR4-MyD88 BLA	PPARg SRC-1 ag	STAT3 inh	STAT3 activator	PPARg SRC-3 ag
CC(NO)/C(=N\O)c1cccs1 (stereo unspecified)
 : 10.3	-4.9	1507	/	1.23	-0.2	-2.4	-0.4	-1.6	101.4	11.2
CCC(Sc1nc2sc(C(=O)OC)c(C)c2c(=O)n1N)C(=O)NCC1CCCO1 (stereo unspecified)
 : 3.9	1.2	1571	/	/	0.3	-7.2	-0.5	15.9	90.7	1.1
